# HepG2 viability = qHTS for Inhibitors of TGF-b: Cytotox Counterscreen. HepG2 CAGA-GFP viability, ATP luminescence, 18 h. Potency, µM (top dose mostly 46.1 µM), without a hit: at the highest dose activity change, negative = cytotoxicity, hits mostly cytotoxic. 0.76% of 410,000 active. AID 588856, 2011; further: potency means the concentration at half of the fitted maximal effect; some results filed as inactive show a strong effect at the top dose
#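 CellTiter-Glo luminescence gave cytotoxicity after 18 hours at 37 degrees C. The cells were HepG2 CAGA-GFP in 1% FBS DMEM, stimulated with 500 pg/mL TGF-beta after compound addition. %Activity was normalised to no-cell wells (complete cell-killing) and DMSO (no toxicity), and curves were fitted and classified.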
# TGFb inhibitor = qHTS for Inhibitors of TGF-b | HepG2 CAGA-GFP TGF-b/SMAD3 reporter, GFP fluorescence, 18 h; TGF-beta stimulated, 500 pg/mL final | AID 588855, 2011 | 1.2% of 410,000 active | Potency, µM (highest dose often 46.1 µM), for the others: at the top dose activity, negative = inhibition, hits mostly inhibitors; further: potency means the concentration at half of the fitted maximal effect; on the % scale 0 is the no-effect control and ±100 the full control effect; nearly all actives have a fitted effect of over 65% in size
#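 TGF-beta reporter screen: HEPG2 CAGA-GFP, 1% FBS, 500 pg/mL TGF-beta final, 18 h; per-cell GFP summed per well; curves fitted and categorized by class.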
# Nrf2 inh = Nrf2 qHTS screen for inhibitors. A549 ARE-Fluc reporter, luciferase luminescence, 18-24 h. Potency, µM (titrated, usually from 46 µM), for the others: at the top dose activity change, negative = inhibition, usual class: inhibitors. 2.1% of 360,000 active. AID 504444, 2011; further: potency means the concentration at half of the fitted maximal effect; on the % scale 0 is the no-effect control and ±100 the full control effect; nearly all actives have a fitted effect of over 60% in size
#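 Nrf2 function is reported as luminescence of an ARE-controlled luciferase in A549 cells. Compounds were tested at several concentrations, and a CellTiter-Fluor read on the same wells flagged cytotoxicity.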
# IL-2 act = qHTS of IL-2 Activators. activation, % (series mostly up to about 46 µM). 0.065% of 360,000 active. AID 652025, 2013. IL-2 activation reporter assay, cell-based qHTS; stimulated with anti-CD3/CD4/CD28 beads; in transgenic mouse T cells; in the data active means activation above about 50%; inconclusive means mostly about 30% to 49%; further: 0% is about no effect
#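 Screening format: compound pinned onto unstimulated transgenic mouse T cells, 60 min incubation, then anti-CD3/anti-CD4/anti-CD28 bead stimulation for 18 hours at 37 degrees C, followed by EGFP and DsRed detection.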
# ATXN2 expr inh = Primary qHTS for Inhibitors of ATXN expression. HEK-293 ATXN2-luciferase reporter, luminescence, 24 h. Potency, µM (titrated, usually from 57 µM), for the others: at the top dose activity change, negative = inhibition, hits mostly inhibitors. 0.72% of 360,000 active. AID 1745845, 2022; further: potency means the concentration at half of the fitted maximal effect; on the % scale 0 is the no-effect control and ±100 the full control effect; nearly all actives have a fitted effect of over 55% in size
#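 qHTS (up to 57 uM final) was run with 24 h compound exposure of reporter cells at 37 °C. Each well was multiplexed: SteadyGlo luminescence measured ATXN2-luciferase expression after a fluorogenic Gly-Phe-AFC viability readout (25 uM final).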
# A549 viability = Nrf2 qHTS screen for inhibitors: counterscreen for cytotoxicity; Potency, µM (doses to about 46 µM), for the others: at the top dose activity change, negative = cytotoxicity, usual class: inhibitors; 0.16% of 390,000 active; AID 504648, 2011; A549 ARE-Fluc cells, CellTiter-Fluor viability, 18-24 h; further: potency means the concentration at half of the fitted maximal effect; on the % scale 0 is the no-effect control and ±100 the full control effect
#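 Cytotoxicity counterscreen: CellTiter-Fluor fluorescence was measured in A549 ARE_Fluc cells after 18-24 h of compound exposure in a concentration series. The subsequent BugLite luminescent read reports ARE-luciferase activity.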
# Nrf2 activator = qHTS of Nrf2 Activators. AREc32 ARE-luciferase reporter (MCF7-derived line), luminescence, 24 h. Potency, µM (series often up to 46.1 µM), inactives show at the top dose activation, actives largely listed as activators. 0.31% of 410,000 active. AID 624171, 2012; further: potency means the concentration at half of the fitted maximal effect; % of control where 0% means no effect; nearly all actives have a fitted effect of over 65% in size
#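 Luciferase luminescence (Steady-Glo, 30 min at room temperature) served as the read-out of ARE activation in AREc32 cells treated with compounds for 24 hr at 37 deg C.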
# S2 tox = Viability Counterscreen for Primary qHTS for Inhibitors of ATXN expression; S2 cells (HEK-293 line with an ATXN2-luciferase reporter) viability, CellTiter-Fluor protease fluorescence, 24 h; Potency, µM (top dose mostly 56.7 µM), actives largely listed as cytotoxic; 0.49% of 400,000 active; further: potency means the concentration at half of the fitted maximal effect; nearly all actives have a fitted effect of over 40% in size
# EPAC2 agonist = qHTS for Agonist of cAMP-regulated guanine nucleotide exchange factor 4 (EPAC2): primary screen; EPAC2 activation, biochemical qHTS; response scale: 100% = 6.5 mM cAMP response; AID 720711, 2013; 0.079% of 360,000 active; Rap guanine nucleotide exchange factor 4 (Homo sapiens), Q8WZA2; Potency, µM (doses to about 154 µM), inactives show at the highest dose activation, actives largely listed as activators; further: potency means the concentration at half of the fitted maximal effect; nearly all actives have a fitted effect of over 50% in size
# Target sequence (Q8WZA2 whole entry, looked up): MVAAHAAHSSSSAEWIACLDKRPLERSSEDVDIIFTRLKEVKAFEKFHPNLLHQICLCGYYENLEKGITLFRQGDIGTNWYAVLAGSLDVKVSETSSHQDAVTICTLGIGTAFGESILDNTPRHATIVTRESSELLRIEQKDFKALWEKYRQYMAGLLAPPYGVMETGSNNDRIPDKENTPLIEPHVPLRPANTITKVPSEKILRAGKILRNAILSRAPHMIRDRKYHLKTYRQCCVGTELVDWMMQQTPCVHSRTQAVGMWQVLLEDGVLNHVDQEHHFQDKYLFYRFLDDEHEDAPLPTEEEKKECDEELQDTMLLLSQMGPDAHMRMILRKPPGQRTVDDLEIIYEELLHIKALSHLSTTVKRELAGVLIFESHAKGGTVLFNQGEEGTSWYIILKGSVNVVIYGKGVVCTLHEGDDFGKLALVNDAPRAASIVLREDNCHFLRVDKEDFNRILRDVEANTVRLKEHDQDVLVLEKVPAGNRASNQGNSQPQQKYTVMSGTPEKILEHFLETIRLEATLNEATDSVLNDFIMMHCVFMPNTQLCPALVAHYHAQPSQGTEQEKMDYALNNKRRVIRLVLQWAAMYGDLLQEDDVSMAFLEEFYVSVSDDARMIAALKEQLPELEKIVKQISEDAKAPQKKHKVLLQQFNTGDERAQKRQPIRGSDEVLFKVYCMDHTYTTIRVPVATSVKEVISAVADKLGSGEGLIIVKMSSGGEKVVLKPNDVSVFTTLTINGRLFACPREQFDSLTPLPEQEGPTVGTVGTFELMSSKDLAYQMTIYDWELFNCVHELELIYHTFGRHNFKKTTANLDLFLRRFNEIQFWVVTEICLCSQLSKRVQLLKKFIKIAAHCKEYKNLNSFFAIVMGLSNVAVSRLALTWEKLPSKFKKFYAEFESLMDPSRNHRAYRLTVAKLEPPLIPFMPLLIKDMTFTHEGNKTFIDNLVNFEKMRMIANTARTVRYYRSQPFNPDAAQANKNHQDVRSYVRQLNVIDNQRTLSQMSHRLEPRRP
#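 EPAC2 (100 nM) mixed with Rap1B loaded with BODIPY-GDP (250 nM) plus 50 uM unlabeled GDP; compounds pinned in, 5 min RT, then read every 5 min for 30 min (ex 480, em 540 nm). Normalized to cAMP control.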
# Starred values were filed as active, the others as inactive; i = inactive; ? = inconclusive; . = not tested or not shown; & = joins results of further samples; [ ] = another dose, or the depositor's remark. Unless noted, the call rests on the fitted dose curve; in most records, active means well fitted curve in the direction sought with a large enough effect; inconclusive means small, poorly fitted or top-dose-only effect, or another doubt; inactive means no such curve, though single readings can be large; an effect the other way counts as inactive or inconclusive. Rows were taken by chance; overall some 4.3% were active at least once.
SMILES,HepG2 viability,TGFb inhibitor,Nrf2 inh,IL-2 act,ATXN2 expr inh,A549 viability,Nrf2 activator,S2 tox,EPAC2 agonist
CC(C)C[C@@H](CN)NC(=O)c1nc[nH]c1C(=O)N[C@@H](CC(C)C)C(=O)CNC[C@H](C)NC(=O)c1nc[nH]c1C(=O)N[C@@H](C)C(=O)O,0.4%,-0.2%,-3.6%,-0.4,-4.6%,2.8%,0.1%,i,6.9%
Cc1cc(C)cc(-n2ccn(CC(=O)NCCc3ccccc3)c(=O)c2=O)c1,-2.1%&-1.6%,-1.4%&-0.8%,7.5%&5.9%,-0.8,-5.4%,4.8%&-5.6%,-0.5%&-1.5%,i,9.3%
COc1ccc(/C=C2\SC(=O)N(CCCC(=O)Nc3ccc(C(=O)O)cc3)C2=O)cc1,-48.8%,-12.3%,.,-0.1,.,.,-5.4%,i,-0.8%
CCOc1ccccc1NC(=O)C1CCN(S(=O)(=O)c2cccc3nonc23)CC1,5.6%,-15.9%,.,.,12.0%,10.2%,2.5%,i,.
Cc1ccc(S(=O)(=O)N2CCN(C(=O)n3ccnc3)CC2)cc1,-3.9%,0.1%,-10.8%,-0.2,4.1%,2.0%,-0.8%,i,10.7%
CC(C)CC(O)(c1ccccc1)C(CN1CCOCC1)c1ccccc1 (stereo not given),-16.8%,2.0%,28.6%,1.0,-24.6%,-0.3%,-0.9%,i,-4.8%
C[C@H](CO)N1C[C@H](C)[C@@H](CN(C)Cc2ccc(Cl)c(Cl)c2)Oc2c(NC(=O)C3CCOCC3)cccc2C1=O,-11.7%,-15.7%,-13.1%,-0.8,0.0%,-1.7%,5.7%,?,-5.3%
COc1ccccc1C(=O)NC(CCSC)C(=O)N1CCN(C(C)=O)CC1 (stereo not given),3.0%,-10.9%,8.4%,5.2,.,-1.6%,-0.9%,?,-1.7%
CN1CCn2cnc(C(=O)N3CCN(c4ccccc4)CC3)c2C1=O,-2.9%,0.2%,.,-1.6,-4.9%,.,-0.8%,i,11.5%
O=C1CCC(C(=O)Nc2ccc(Cl)cc2)N1 (stereo not given),-2.8%,-2.5%,0.9%,0.8,-3.9%,-3.6%,-0.1%,i,0.9%
COc1ccc(NC(=O)C2CCN(Cc3cnn(-c4ccccc4)c3-n3cccc3)CC2)cc1OC,-10.8%,?,1.4%,0.1,-5.0%,-0.6%,3.7%,i,-3.0%
O=C(NC(=S)Nc1cccc2ncccc12)c1ccco1,0.4%,-13.2%,12.8%,-0.2,-19.9%,1.0%,7.5%,i,9.4%
CCSCCOC(=O)C1=C(C)NC(=O)NC1c1ccccc1 (stereo not given),5.6%,3.6%,?,6.0,-9.0%,1.9%,-0.2%,i,14.2%
CCOCCN1CCN(C2c3ccccc3CSc3ccccc32)CC1 (stereo not given),-1.4%,-20.9%,8.3%,-1.1,-4.8%,-27.5%,3.7%,i,12.2%
CCN(CC(=O)Nc1ccccc1C(F)(F)F)C(=O)CSCc1c(C)noc1C,1.4%,4.0%,0.9%,-1.1,-6.8%,0.6%,0.5%,i,8.0%
CC(=O)Nc1nnc(SCC(=O)NC2CC2)s1,7.4%,-5.2%,2.2%,0.7,3.8%,2.9%,-0.1%,i,5.8%
Cc1nn(-c2ccccc2)nc1CNS(C)(=O)=O,17.2%,-1.0%,6.9%,-5.2,-28.5%,0.6%,0.3%,i,-8.5%
Cc1ccccc1-c1nc2c3ccccc3nc(=S)n2[nH]1,-37.3%,?,8.5%,-3.3,0.0%,-4.5%,9.3%,i,2.9%
O=C(/C=C/c1ccccc1)CC(=O)c1ccccc1,-25.4%,29.3%,15.3%,1.0,4.9%,0.3%,6.4%,i,11.3%
O=C(Cc1ccc(NC(=O)C2CCN(C(=O)C3CCCC3)CC2)cc1)Nc1cccc(C(=O)N2CCCCC2)c1,14.7%,-7.3%,6.6%,-0.8,9.1%,-4.4%,0.6%,i,-4.3%
COc1ccc(/C=C/CN2CCC(Oc3ccc(C(=O)N4CCCCC4)cc3)CC2)cc1,-2.8%,8.3%,5.9%,1.5,-9.8%,1.3%,3.2%,i,9.6%
COc1cc(NC(=O)COC(=O)/C=C/c2c(C)nn(C3CCS(=O)(=O)C3)c2Cl)cc(OC)c1OC (stereo not given),-8.3%,9.0%,-4.7%,-0.7,6.6%,-1.3%,0.2%,i,-5.8%
COc1ccc(C)cc1S(=O)(=O)N1CCC(C(=O)N2CCN(C)CC2)CC1,-4.7%,3.4%,12.8%,0.6,2.0%,1.1%,-0.5%,i,-4.9%
c1ccc2[nH]c(N3CCOCC3)nc2c1,-11.8%,41.1%,11.8%,0.1,-1.2%,-0.8%,-0.1%,i,10.7%
Cc1ccccc1C(=O)NC(CC(C)C)C(=O)Nc1ccc(S(N)(=O)=O)cc1 (stereo not given),-7.0%,-3.9%,?,-0.4,-22.7%,-8.3%,-0.7%,i,3.4%
SMILES,HepG2 viability,TGFb inhibitor,Nrf2 inh,IL-2 act,ATXN2 expr inh,A549 viability,Nrf2 activator,S2 tox,EPAC2 agonist
Cc1nc2ccccc2c(=O)n1-c1ccc(F)c(NS(=O)(=O)c2ccccc2F)c1,2.9%,0.0%,-4.0%,-2.3,2.8%,-15.5%,-0.2%,i,2.8%
O=C(CN1C(=O)COc2ccccc21)N(CCCN1CCOCC1)CC1CC=CCC1 (stereo not given),-7.6%,33.1%[activator],-12.1%,-1.5,5.0%,5.2%,-0.5%,i,10.4%
Cc1ccc(S(=O)(=O)NCCC(=O)NC2CCCCC2)cc1,1.0%,8.1%,?,-2.5,3.3%,-2.2%,-0.1%,i,1.2%
O=C(CSc1nn(-c2ccc(F)cc2)c(=S)s1)NC(=O)NCc1ccco1,-11.3%,-10.3%,11.7%,-1.8,-8.4%,15.9%,-0.4%,i,4.4%
COC(=O)c1ccc(OC)c(-c2c(OC)cc(OC)cc2OC)c1,2.2%,0.4%,3.2%,1.5,-9.6%,0.6%,-0.1%,i,-12.0%
Clc1ccc(SCCCCN2CCOCC2)cc1,-45.9%,6.9%,15.8%,0.1,3.2%,3.6%,0.7%,i,10.8%
COc1cccc(NC(=O)COC(=O)Cc2ccccc2[N+](=O)[O-])c1,8.4%,-13.5%,2.9%,0.2,-1.9%,-0.5%,-0.1%,i,12.0%
CC1Sc2ccc(S(=O)(=O)CCC(=O)N3CCCC3)cc2NC1=O (stereo not given),-1.6%,-3.9%,3.7%,-2.1,-0.2%,-0.1%,0.0%,i,6.6%
CC(C)CN(C(=O)CN1C(=O)NC(c2ccccc2)(c2ccccc2)C1=O)C1CCS(=O)(=O)C1 (stereo not given),3.0%,-8.6%,6.4%,1.5,-15.0%,2.3%,0.5%,i,-7.3%
COCCn1c(N)c(C(=O)c2cccc(S(=O)(=O)N3CCCCCC3)c2)c(=O)[nH]c1=O,-22.8%,-14.2%,-29.1%,0.1,-24.3%,0.6%,-0.6%,i,-5.6%
CCC1(c2ccccc2)NC(=O)N(CC(=O)NNC(=O)c2ccc(F)cc2)C1=O (stereo not given),-1.4%,0.0%,-3.0%,-3.7,-3.3%,-5.3%,-0.1%,i,1.4%
COc1ccc(C2=NOC(Cn3nc(-c4ccccc4)cc3C(=O)NCc3cccc(Br)c3)C2)cc1 (stereo not given),-5.5%,-9.2%,-3.6%,0.2,1.0%,-6.2%,0.7%,?,4.9%
CCNC(=S)NCc1ccc(OC)c(OC)c1,7.4%,8.6%,-1.0%,0.1,-4.3%,-6.1%,2.5%,i,4.0%
COC(=O)C(CCSC)NC(=O)Cn1ncc2c([nH]c3ccccc32)c1=O (stereo not given),0.1%,1.3%,14.8%,.,14.7%,-0.1%,-0.5%,?,.
Cc1ccc(S(=O)(=O)c2nc(-c3ccco3)oc2SCc2ccc(F)cc2)cc1,-27.7%,-10.6%,?,.,-14.3%,-13.5%,0.5%,i,.
O=c1c2cc(F)ccc2sn1-c1ccc(F)cc1,-55.6%,15.8µM*,-6.5%,-0.6,?,4.3%,10.2%,.,7.8%
Cc1ccc(C(NC(=O)Nc2ccccn2)C(Cl)(Cl)Cl)cc1F (stereo not given),2.5%,-2.2%,-15.8%,-1.2,2.6%,-0.4%,0.3%,i,-5.4%
Cc1csc(NC(=O)c2ccc(C)c([N+](=O)[O-])c2)n1,-8.4%,?,?,0.5,38.6%[activator],-0.4%,11.6%,i,4.0%
COc1ccc2c(=O)c(C(=O)O)c(-c3ccc4c(c3)OCO4)n(C)c2c1,8.1%,-17.5%,-5.5%,-2.3,-0.5%,2.3%,0.2%,i,-1.7%
C#CCNc1nc(C(C)C)nc2c1nnn2Cc1ccccc1F,-1.5%,0.0%,-26.8%,-0.7,-2.4%,1.2%,-0.1%,i,-10.8%
Cc1ccc(Cl)cc1NC(=S)N/N=C/c1cccc2ccccc12,10.8%,-3.5%,-1.3%,-4.9,10.2%,1.2%,-0.1%,?,24.5%
COc1ccc(C2(C)NC(=O)N(CC(=O)NC3(C#N)CCCCC3)C2=O)cc1 (stereo not given),5.5%,-5.7%,2.6%,-2.3,3.6%,1.2%,-0.8%,i,-0.5%
Cc1cc(C(=O)CSc2nnc(C3COc4ccccc4O3)n2C)c(C)n1-c1ccc(F)cc1 (stereo not given),-19.5%,-11.2%,-23.3%,-0.2,0.5%,-13.8%,-0.8%,i,-5.9%
CCOc1ccc(CNC(=O)C2Cc3cc(S(=O)(=O)N4CCCCC4)ccc3N2C(C)=O)cc1 (stereo not given),1.9%,-7.3%,-6.1%,-3.0,5.0%,1.5%,-0.7%,i,1.1%
